Screening data (PubChem BioAssay)
L929 necroptosis – blocks zVAD induced death of L929 cells; L929 zVAD necroptosis rescue, ATP luminescence, 24 h; with zVAD 60 µM; viability rescue, % at 10 µM; actives 0.38% (n = 220,000);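 active = activation, scaled between plate controls, above about 75%, limit read from the data; inactive = activation under that limit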;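 note: 0% = zVAD with DMSO and 100% = DMSO alone without zVAD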
Rad51 HR inh – blocks human Rad51 in homologous recombination; hRad51 DNA strand exchange, fluorescence dequenching; inhibition, % at 10 µM; actives 0.085% (n = 200,000); AID 1385;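 active = inhibition above 40% at the single screening dose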;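 note: 0% = DMSO control wells and 100% = blanks with heterologous ssDNA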
Target sequence (Q06609 whole entry, looked up): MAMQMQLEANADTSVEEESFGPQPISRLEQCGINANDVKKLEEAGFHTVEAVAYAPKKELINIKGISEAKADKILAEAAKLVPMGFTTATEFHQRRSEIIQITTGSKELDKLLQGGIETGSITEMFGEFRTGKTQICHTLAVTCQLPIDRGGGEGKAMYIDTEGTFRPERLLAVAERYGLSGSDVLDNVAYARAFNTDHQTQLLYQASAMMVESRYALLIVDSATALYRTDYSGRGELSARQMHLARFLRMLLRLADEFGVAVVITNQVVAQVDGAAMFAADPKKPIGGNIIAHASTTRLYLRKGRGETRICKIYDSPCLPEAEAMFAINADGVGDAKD
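Test system: preformed human Rad51 ssDNA filaments. Compound dosing: single dose, 10 µM final compound. Incubation: filaments 15 min 37 °C, then compound 30 min. Technique: FRET fluorescence dequenching, excitation 485 nm, emission 520 nm. Read-out basis: percent inhibition from fluorescence, normalised to plate control and blank means. Benchmarks: plate controls and plate blanks.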
EBV gp42 inh – blocks Epstein-Barr virus glycoprotein 42 binding. Fluorescence polarization binding assay, mP read-out. inhibition, % (tested at 21.74 µM). actives 0.42% (n = 220,000). Q1HVG2; in the data active = inhibition above about 50%
Target sequence (Q1HVG2 whole entry, looked up): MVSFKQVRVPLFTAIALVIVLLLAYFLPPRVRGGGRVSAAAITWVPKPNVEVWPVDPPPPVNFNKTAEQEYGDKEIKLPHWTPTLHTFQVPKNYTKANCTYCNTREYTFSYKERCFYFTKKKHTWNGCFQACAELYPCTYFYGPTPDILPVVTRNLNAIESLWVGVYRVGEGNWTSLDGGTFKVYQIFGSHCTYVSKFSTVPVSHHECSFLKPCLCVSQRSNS
TNF necrop inh – inhibitors of TNF-alpha induced necroptosis in Jurkat FADD-/- cells. Jurkat FADD-/- TNF necroptosis rescue, ATP luminescence, 24 h; 0 = TNF only, 100 = no-TNF cells. activation (protection from cell death), % at 10 µM. actives 0.068% (n = 220,000);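 active = activation, meaning protection from cell death, of at least 50% relative to plate controls; inactive = activation below 50%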;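 note: necroptosis triggered by 40 ng/mL TNF-alpha added together with compound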
m-calpain inh – blocks pig calpain II enzyme activity; actives 0.37% (n = 220,000); inhibition, % at 16 µM; purified calpain II, fluorogenic peptide substrate, 30 min;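 active = inhibition above about 50%, limit read from the data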
KCC2 mod – modulators of human KCC2 chloride dependent transport; AID 1456; actives 2.2% (n = 190,000); KCC2 cells, thallium flux FluoZin-2 fluorescence; Q9H2X9; B-score of Tl+ flux slope (higher = more flux/activation; lower = inhibition) at 10 µM;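 active = thallium flux slope and its plate-corrected score both differing from the plate sample mean at a set confidence after two filtering rounds, in either direction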;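 note: slope of fluorescence scaled to starting intensity during 10 to 20 s after thallium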
MDM2 E3 inh – blocks human Mdm2 ubiquitin ligase activity | signal enhancement, % at 5 µM | AID 1230 | cell-based MDM2 ubiquitination luciferase reporter, 2 h; 0 = plate control, 100 = twice control, blank-subtracted | actives 0.11% (n = 210,000);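 active = signal enhancement of 30% or more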;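 note: luminescence tracks abundance of the self-degrading MDM2-luciferase fusion protein; higher signal means inhibition of MDM2 E3 ligase activity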
Target sequence (Q00987 whole entry, looked up, the tested form may be a part): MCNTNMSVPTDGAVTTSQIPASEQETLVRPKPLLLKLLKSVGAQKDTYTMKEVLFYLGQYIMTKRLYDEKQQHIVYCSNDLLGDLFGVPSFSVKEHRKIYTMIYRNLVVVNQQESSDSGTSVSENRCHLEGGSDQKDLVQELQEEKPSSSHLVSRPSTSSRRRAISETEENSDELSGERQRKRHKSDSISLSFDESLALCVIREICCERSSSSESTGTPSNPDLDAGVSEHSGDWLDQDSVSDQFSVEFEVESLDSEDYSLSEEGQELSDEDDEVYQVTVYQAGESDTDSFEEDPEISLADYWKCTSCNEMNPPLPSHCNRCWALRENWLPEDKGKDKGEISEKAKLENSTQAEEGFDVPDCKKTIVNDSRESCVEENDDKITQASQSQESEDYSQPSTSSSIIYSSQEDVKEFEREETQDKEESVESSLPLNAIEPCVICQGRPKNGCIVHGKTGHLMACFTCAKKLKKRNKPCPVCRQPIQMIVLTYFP
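System: stable MDM2–luciferase fusion reporter cells / Input: 2000 cells seeded into each well / Schedule: 4 h settle plus 2 h compound, 37 °C / Compound: single-point 5 µM / Buffer or medium: cells held in DMEM / Benchmarks: control and blank well means / Evaluation: percent signal gain over controls, blank-subtracted / Measured by: luciferase luminescence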
eIF4E-4G inh – eIF4E/eIF4G interaction inhibition in translation initiation; TR-FRET eIF4E-eIF4GI(517-606) binding, 2 h; P63073+Q04637; inhibition, % at 21.7 µM; actives 0.37% (n = 220,000);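 active = inhibition above about 30%, limit read from the data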;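 note: 0% = full FRET control wells and 100% = background wells lacking eIF4GI fragment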
PERK inh – blocks human PERK kinase; Q9NZJ5; CHO PERK-DD fusion, SEAP luminescence translation reporter; inhibition, % at 5.6 µM; actives 0.17% (n = 220,000); AID 1416;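 active = inhibition above the mean inhibition of all tested compounds plus 3 SD, set separately per screening campaign, cut at about 2.9% in these data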;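 note: PERK kinase domain activated by AP20187 dimerizer at 100 nM; 0% = DMSO with dimerizer and 100% = rapamycin at 8.4 µM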
Starred values were filed as active, the others as inactive; . = no result given; [ ] = another dose, or the depositor's remark.

#1 Cc1ccc(-c2csc(N=C(N)N)n2)cc1
#2 C=CCOC(=O)C1=C(C)NC(=O)NC1c1ccc(Cl)cc1 (centres undefined)
#3 COCCn1c(C)cc(C(=O)COC(=O)c2ccccc2Br)c1C
#4 O=c1[nH]c(-[n+]2ccccc2)c(/C=N/N=C(\[O-])c2ccccc2)s1
#5 COc1ccc(OC)c(NS(=O)(=O)c2ccc(Cl)nc2)c1
#6 CCC(Sc1ncccc1C(=O)Oc1cccc([N+](=O)[O-])c1)C(=O)Nc1ccccc1OC (centres undefined)
#7 CC1(C)CC(NC(=S)NCc2ccco2)CC(C)(C)N1
#8 O=C(O)CSc1ncnc2scc(-c3ccc(Br)cc3)c12

assay / compound,1,2,3,4,5,6,7,8
eIF4E-4G inh,-5,-1,0,-1,-35,2[fluorescence artefact?],1,-2
L929 necroptosis,1.6,0.9,0.4,1.7,0.2,0.4,-0.3,0.0
EBV gp42 inh,-7,-21,-9,-1,3,0,3,-41
MDM2 E3 inh,-12,-7,-89,3,-6,.,.,-1
PERK inh,0.2,1.1,2.0,2.8,0.2,-0.1,0.7,3.6*
KCC2 mod,0.42,0.035,-0.19,0.51,-1.2,-0.42,-0.19,0.78
Rad51 HR inh,-11,3,.,-11,13,.,.,-47
m-calpain inh,-4,-9,27,14,24,7,-27,14
TNF necrop inh,0.3,-3.0,-0.6,4.2,0.1,1.2,0.5,0.4

#9 COC(=O)c1ccc(C(=S)N2CCOCC2)cc1
#10 CNCCCCOc1ccccc1-c1ccccc1
#11 Cc1ccc(NS(=O)(=O)c2ccc(NC(=O)c3ccc(Br)o3)cc2)c(C)c1
#12 COc1ccccc1NC(=O)Cc1noc(CSc2cc(C)c3ccccc3n2)n1
#13 Cc1ccccc1Nc1nc(N)nc(CN2C(=O)NC3(CCCCC3C)C2=O)n1 (centres undefined)
#14 O=C(NNC(=S)NC1CCCCC1)c1sc2ccccc2c1Cl
#15 CCNC(=S)NNC(=O)c1cc(-c2cccc(OC)c2)nc2ccccc12
#16 CCOP(=O)(OCC)c1nc(-c2cccc3ccccc23)oc1NCc1ccccc1

assay / compound,9,10,11,12,13,14,15,16
eIF4E-4G inh,16,1,1,-11,-6,5,6,-1
L929 necroptosis,1.1,0.1,0.6,0.3,1.2,1.0,.,0.1
EBV gp42 inh,-10,-11,10,-35,-45,5,-10,0
MDM2 E3 inh,-2,-2,4,-19,-17,-5,-38,4
PERK inh,-0.3,-0.6,-0.5,-0.7,0.0,1.8,0.6,0.9
KCC2 mod,-0.14,1.3,-0.15,-0.75,-0.25,1.9,-0.81,.
Rad51 HR inh,.,8,-2,2,-5,-10,-8,-9
m-calpain inh,24,-17,2,7,-21,15,-14,-494
TNF necrop inh,1.0,7.1,-1.1,-0.9,-0.5,0.5,-6.7,0.8

#17 O=C(CCN=C1NS(=O)(=O)c2ccccc21)N1CCc2ccccc2C1
#18 CCC(C)NC(=O)c1ccccc1-c1ccccc1C(=O)NC(C)CC (centres undefined)
#19 Cc1ccc(S(=O)(=O)Nc2ccc3c(c2)OCCO3)cc1
#20 Oc1ccc(Nc2nc(-c3ccc(O)cc3)cs2)cc1
#21 Cc1ccc(C)c(S(=O)(=O)N/N=C/c2ccc(C(=O)O)cc2)c1
#22 Cc1ccc(-n2nnnc2SCC(=O)Nc2ccccc2-c2ccccc2)cc1C
#23 O=C(Nc1ccc(Cl)cc1)c1cccnc1N1CCCCC1
#24 CCCCCCC(=O)N/N=C(\C)Cc1ccccc1

assay / compound,17,18,19,20,21,22,23,24
eIF4E-4G inh,1,3,-2,-1,0,1,4,4
L929 necroptosis,0.0,0.7,0.5,3.6,0.2,1.6,-0.2,0.6
EBV gp42 inh,10,-9,4,-10,-6,-9,-2,-6
MDM2 E3 inh,0,.,-3,-7,6,-9,0,-8
PERK inh,-0.2,0.4,-0.2,0.2,0.6,-0.1,-1.0,0.3
KCC2 mod,-0.27,-0.15,0.56,-1.9,0.59,-0.76,-0.59,0.2
Rad51 HR inh,1,.,10,-2,1,-5,3,0
m-calpain inh,-9,-21,21,28,-5,20,-46,22
TNF necrop inh,0.9,-0.8,5.7,-13,0.8,0.2,0.9,1.9

#25 CS(=O)(=O)Nc1cccc(C2=NN(C(=O)c3ccccc3Cl)C(c3ccccc3O)C2)c1 (centres undefined)
#26 O=c1cc(-c2ccc([N+](=O)[O-])cc2)c2ccc(O)cc2o1
#27 N/C(=N\OC(=O)c1ccc(Br)o1)c1ccccn1
#28 Cc1cc2c(NC(=O)Nc3ccc(F)cc3)cccc2nn1
#29 C/C(=N\NC(=O)c1ccc(OC2OCCOC2Oc2ccc(C(=O)N/N=C(\C)c3ccncc3)cc2)cc1)c1ccncc1 (centres undefined)
#30 Cn1c(SCC(=O)c2ccc(F)cc2)nnc1-c1ccccc1N
#31 CCOC(=O)C1(CCCc2ccccc2)CCN(C(=O)[C@@H]2C[C@@H](C)NC(=S)N2)CC1
#32 Cc1cc(OCCCCCNCCO)cc(C)c1Cl

assay / compound,25,26,27,28,29,30,31,32
eIF4E-4G inh,5[fluorescence artefact?],1,-3,2,-26,-2,2,0
L929 necroptosis,-0.2,0.7,1.8,0.0,46,-0.2,-0.1,7.6
EBV gp42 inh,12,-10,-9,2,-58,6,-5,5
MDM2 E3 inh,-2,6,-27,-4,-14,-24,-16,-14
PERK inh,0.4,1.3,2.1,3.4*,-0.4,0.0,2.2,-0.3
KCC2 mod,0.023,-0.15,-0.64,-0.61,1.1,-3.1,-0.26,1.3
Rad51 HR inh,19,0,17,-9,-3,1,.,1
m-calpain inh,25,-14,14,15,-6,30,9,-1
TNF necrop inh,-1.4,-0.2,-0.6,-1.8,-8.3,-1.6,-0.3,0.7

#33 CCOC(=O)Nc1csnn1
#34 CC1=C(C(=O)N(C)CCC#N)C2(CCCCC2)OC1=O
#35 O=C(N/N=C/c1cccc([N+](=O)[O-])c1)C1CC(=O)N(c2ccc(F)cc2)C1 (centres undefined)
#36 COc1ccc(/C=C(/NC(=O)c2ccccc2)C(=O)N/N=C/c2sccc2C)cc1
#37 COc1ccccc1CN1CCN(C(=O)c2ccncc2)CC1
#38 C#CCSc1[nH]c(=O)cc(C)c1C#N
#39 COc1ccc(N2CC(O)=C(c3nc(-c4ccc(Cl)cc4)cs3)C2=N)cc1
#40 Cc1cccc(C(=O)NNC(=O)Nc2ccccc2)c1

assay / compound,33,34,35,36,37,38,39,40
eIF4E-4G inh,-1,3,16,-1[fluorescence artefact?],63*,2,0,-5
L929 necroptosis,-0.3,0.4,0.1,0.2,-0.3,3.3,0.1,0.9
EBV gp42 inh,-5,-4,-2,-11,-4,-12,-14,-5
MDM2 E3 inh,.,-27,13,-6,-16,0,0,-2
PERK inh,1.2,0.7,0.5,-0.5,0.2,0.5,0.2,0.6
KCC2 mod,-0.5,0.75,-1.2,-0.72,0.025,-0.033,-0.18,0.44
Rad51 HR inh,7,2,1,2,.,-3,3,6
m-calpain inh,4,0,0,-115,12,-7,-10,7
TNF necrop inh,3.5,1.0,0.6,1.7,0.0,0.0,-0.3,1.4

Ordered by heavy-atom count (lowest first): some entries from above
#33 CCOC(=O)Nc1csnn1
#38 C#CCSc1[nH]c(=O)cc(C)c1C#N
#32 Cc1cc(OCCCCCNCCO)cc(C)c1Cl
#40 Cc1cccc(C(=O)NNC(=O)Nc2ccccc2)c1
#37 COc1ccccc1CN1CCN(C(=O)c2ccncc2)CC1
#30 Cn1c(SCC(=O)c2ccc(F)cc2)nnc1-c1ccccc1N
#39 COc1ccc(N2CC(O)=C(c3nc(-c4ccc(Cl)cc4)cs3)C2=N)cc1
#31 CCOC(=O)C1(CCCc2ccccc2)CCN(C(=O)[C@@H]2C[C@@H](C)NC(=S)N2)CC1
#29 C/C(=N\NC(=O)c1ccc(OC2OCCOC2Oc2ccc(C(=O)N/N=C(\C)c3ccncc3)cc2)cc1)c1ccncc1 (centres undefined)

assay / compound,33,38,32,40,37,30,39,31,29
eIF4E-4G inh,-1,2,0,-5,63*,-2,0,2,-26
L929 necroptosis,-0.3,3.3,7.6,0.9,-0.3,-0.2,0.1,-0.1,46
EBV gp42 inh,-5,-12,5,-5,-4,6,-14,-5,-58
MDM2 E3 inh,.,0,-14,-2,-16,-24,0,-16,-14
PERK inh,1.2,0.5,-0.3,0.6,0.2,0.0,0.2,2.2,-0.4
KCC2 mod,-0.5,-0.033,1.3,0.44,0.025,-3.1,-0.18,-0.26,1.1
Rad51 HR inh,7,-3,1,6,.,1,3,.,-3
m-calpain inh,4,-7,-1,7,12,30,-10,9,-6
TNF necrop inh,3.5,0.0,0.7,1.4,0.0,-1.6,-0.3,-0.3,-8.3

Continuation:
#41 COCCn1cc(C(=O)NCc2cccs2)c2c3ccccc3n(C)c2c1=O
#42 Cc1cccc(C(=O)Nc2ccccc2N2CCN(c3ccc(F)cc3)CC2)c1
#43 CC(C)C[C@H](N)c1cn([C@@H](CCCCN)C(=O)N2CCNCC2)nn1
#44 CCOC(=O)C1=C(CN2CCCCC2)NC(=O)NC1c1cc(C)ccc1C (centres undefined)
#45 CN1CCN(c2cc(N3CCc4ccccc4C3)c(F)cc2[N+](=O)[O-])CC1
#46 Cc1ccc(-c2cc(C(F)(F)F)c(C#N)c(SCC(=O)O)n2)cc1
#47 CCOC(=O)c1c(C)[nH]c(C)c1C(=O)Cn1nnc(-c2ccccc2C)n1
#48 Cc1cc(OC(=O)c2cc(F)c(F)cc2Cl)nc(C)n1

assay / compound,41,42,43,44,45,46,47,48
eIF4E-4G inh,-18[fluorescence artefact?],-3,2,0,-5,-3,20,5[fluorescence artefact?]
L929 necroptosis,0.0,-0.6,0.0,-0.2,0.7,-2.3,0.3,-0.1
EBV gp42 inh,-2,-7,-12,-2,-1,1,2,-23
MDM2 E3 inh,-7,3,.,-6,-4,-12,-20,-6
PERK inh,-0.5,1.0,1.3,-3.1,-0.4,0.4,-0.3,1.6
KCC2 mod,.,0.61,0.44,.,0.31,-1.1,-1,0.91
Rad51 HR inh,-5,1,4,-13,.,-7,1,-4
m-calpain inh,-103,-9,-11,21,2,-8,1,-3
TNF necrop inh,-5.0,-0.4,0.4,-0.4,7.9,0.3,-5.1,-1.2

#49 COc1cc(-c2nc3cnccn3c2Nc2ccccc2)ccc1O
#50 COc1cc(/C=N/NS(=O)(=O)c2ccccc2)ccc1OS(=O)(=O)c1ccc(C)cc1
#51 Cc1noc(C)c1COC(=O)c1cccnc1SCC(=O)Nc1ccc2c(c1)OCO2
#52 CCOc1ccccc1N1CCN(Cc2cn[nH]c2-c2ccc(F)cc2)CC1
#53 COc1ccc(C2(C(=O)NCc3ccccc3Cl)CCOCC2)cc1OC
#54 O=C1N/C(=C/c2ccc(N3CCOCC3)o2)C(=O)N1c1cccc(Cl)c1

assay / compound,49,50,51,52,53,54
eIF4E-4G inh,0,3[fluorescence artefact?],4,0,0,-2
L929 necroptosis,-0.6,0.8,-0.5,1.1,3.0,0.0
EBV gp42 inh,-10,0,4,-5,-6,-227
MDM2 E3 inh,-6,.,-11,-9,-4,-13
PERK inh,-0.8,0.9,-1.2,-1.0,0.3,0.6
KCC2 mod,-1.1,-1.3,-0.012,-0.094,0.38,-2.3
Rad51 HR inh,-3,.,1,12,2,-230
m-calpain inh,-133,-38,16,1,-25,-39
TNF necrop inh,-3.6,2.4,-1.1,3.4,0.5,-2.1
